Source: PubChem BioAssay (National Center for Advancing Translational Sciences (NCATS))
AT treatment = potential ataxia-telangiectasia treatments restoring KAP-1 phosphorylation; […] A-T fibroblasts, KAP-1 phosphorylation AlphaLISA; neocarzinostatin DNA damage 30 min before lysis; Potency, µM (doses to about 57.5 µM), for inactives: at the top dose activation, usual class: activators; 320,000 tested, 0.19% active; also: potency is read from the fitted curve at half-maximal effect; % of control where 0% means no effect; nearly all actives have a fitted effect of over 45% in size
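ATM-like activity read as KAP-1 phosphorylation via AlphaLISA donor/acceptor antibody pairs after lysis and 6 hr at 25C. Cells were ATM-null patient fibroblasts ([…], hTERT), dosed 60 min, then exposed to the DSB inducer NCS for 30 min.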
TSG101-PTAP inh = blocks PTAP/TSG101 interaction to inhibit HIV-1 budding. Q99816. Fluorescence polarization, FITC-PTAP peptide / Tsg101 binding. Potency, µM (top dose mostly 115 µM), without a hit: top-dose activity change, negative = inhibition, usual class: inhibitors. 340,000 tested, under 10 active; active = well fitted inhibition curve with a large enough effect in the main read-out, with a control signal flat, not every such curve was filed as active; inconclusive = small, poorly fitted or top-dose-only effect, or effect the other way, or a change in a side signal; inactive = no such curve, though single readings can be large or run the other way; also: potency is read from the fitted curve at half-maximal effect; % of control where 0% means no effect
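FP read-out: FITC-PTAP peptide, 50 nM final, binding Tsg101 binding domain, 10 uM final; 20 min, r.t.; 10 mM HEPES pH 7.5, 0.15 M NaCl, 0.01% Tween 20, 3 mM EDTA, 0.1 mM TCEP.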
TRPV1 ag = activates the human vanilloid receptor TRPV1 | activation, % at 8.33 µM | 320,000 tested, 0.19% active | TRPV1-expressing cells, Fluo-8 calcium influx, agonist mode | AID 540275 | Q8NER1; in the data active = activation above about 80%; inconclusive = between about 30% and that limit; also: 0% is about no effect
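Cells expressing TRPV1 were dye-loaded with Fluo-8 and read kinetically: 10 s baseline, 3 min after compound (agonist portion), then 2 min after EC20 capsaicin (allosteric enhancer portion). Calcium-bound dye fluorescence at 480/520 nm.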
Integrin act MD = integrin-mediated muscular dystrophy alleviation activation. Potency, µM (series often up to 38.3 µM), for inactives: at the top dose activation, most hits filed as activators. 350,000 tested, 0.064% active. alpha7betagal myoblasts, beta-gal FDG fluorescence, 48 h. AID 624291;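 also: potency is read from the fitted curve at half-maximal effect; 100% = response of the positive control SU9516; nearly all actives have a fitted effect of over 60% in size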
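Alpha7betagal+/- myoblasts (passage 13) were plated 16-24 hr, then exposed to compounds (1:260 dilution of DMSO stock) for 48 hours at 37C. After MPER lysis, β-galactosidase reporter activity was read as FDG fluorescence (ex 480/em 540) after 30 minutes.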
TCR activator = activates T cell receptor signaling. Potency, µM (highest dose often 9.22 µM), without a hit: at the top dose activation of IL-2 secretion, hits mostly activators. 330,000 tested, under 10 active. primary human leukocytes, anti-CD3, IL-2 HTRF, 48 h; also: % of control where 0% means no effect
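Primary human leukocytes incubated 48 hr with anti-CD3 beads plus compound, without co-stimulation. Secreted IL-2 measured by HTRF (europium cryptate/d2 anti-IL-2 pair, 320 nm excitation, 665 nm emission).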
p53 reactivator = mutant p53 re-activation in reporter cells; H1299 p53-A138V BP100-luciferase reporter, luminescence, 24 h; Potency, µM (top dose mostly 92.2 µM), without a hit: at the top dose activity change, positive = activation, actives largely listed as activators; 320,000 tested, 0.063% active; AID 504706; also: potency is read from the fitted curve at half-maximal effect; % of control where 0% means no effect; nearly all actives have a fitted effect of over 45% in size
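H1299 (p53-null), stable ts p53-A138V + BP100-Luc; 1000 cells/well, Opti-MEM/10% FBS; cpd 4 pt, 1:5; 24 h, 37 deg C, 5% CO2; detection reagent 10 min RT; luminescence.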
ELG1 repair inh = inhibitors of ELG1-dependent DNA repair in HEK293T cells | Potency, µM (highest dose often 46.1 µM), inactives show at the highest dose activity change, negative = inhibition, most hits filed as inhibitors | AID 504467 | 330,000 tested, 2.3% active | HEK293T ELG1-luciferase reporter, luminescence, 16 h; DNA damage induced by 5-fluorouridine; also: potency is read from the fitted curve at half-maximal effect; % is scaled to controls: 0 for no effect and ±100 for the full control effect; nearly all actives have a fitted effect of over 55% in size
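In this reporter screen, reduction of luminescence relative to DMSO vehicle indicated activity. Compounds and 5-fluorouridine were added together to 2,000 cells per well, incubated for 16 hr at 37 °C, then developed with ONE-Glo.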
B2AR arrestin = agonists driving beta-arrestin recruitment to human beta2-adrenergic receptor; beta-arrestin recruitment to beta2AR, cell-based reporter; P07550; AID 492947; 330,000 tested, 0.02% active; Potency, µM (series often up to 46.1 µM), for the others: at the highest dose activation, actives largely listed as activators;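 also: potency is read from the fitted curve at half-maximal effect; 0% = DMSO controls and full agonism = EC100 isoproterenol or metaproterenol; nearly all actives have a fitted effect of over 65% in size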
BRCA1 expr act = BRCA1 expression activation; MCF7-BRCA1-FFLuc reporter, luminescence, 48 h; response scale: scaled: vehicle 0%, 10 µM genistein 100%; Potency, µM (top dose mostly 46.1 µM), without a hit: at the top dose activation, actives largely listed as activators; 380,000 tested, 1.1% active; AID 624202; also: potency is read from the fitted curve at half-maximal effect; nearly all actives have a fitted effect of over 80% in size; some results filed as inactive show a strong effect at the top dose
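Cells: MCF7-BRCA1-FFLuc, 2000/well. Exposure: 48 h, 37 °C, 5% CO2. Read: luminescence, 15 min post-substrate. Controls: genistein 10 microM (maximal activation), DMSO (neutral).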
CXXC DNA block = inhibitors of human MLL CXXC domain-DNA interaction; Q03164; 290,000 tested, 0.037% active; Potency, µM (highest dose often 115 µM), for inactives: at the highest dose activity change, negative = inhibition, actives largely listed as inhibitors; MLL-CXXC / FITC-HOXA9 DNA fluorescence polarization; AID 2662; active = well fitted inhibition curve with a large enough effect in the polarisation, with a control signal flat, not every such curve was filed as active; inconclusive = small, poorly fitted or top-dose-only effect, or effect the other way, or a change in a side signal; inactive = no such curve, though single readings can be large or run the other way; the % refers to the polarisation; also: potency is read from the fitted curve at half-maximal effect
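Purified MLL-CXXC (added from a 7 uM solution) was preincubated 5 min at ambient with pinned compounds in 50 mM Tris-HCl pH 7.5, 50 mM NaCl, 1 mM DTT, 0.05% BSA. Fluorescein-labeled HOX-A9 DNA (50 nM solution) followed, 30 min, then polarization read.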
* = called active by the depositor; ? = inconclusive; · = not tested or not shown; [ ] = remark or other dose. Unless noted, calls follow the shape of the dose curve; as a rule, active = well fitted curve in the direction sought with a large enough effect; inconclusive = small, poorly fitted or top-dose-only effect, or another doubt; inactive = no such curve, though single readings can be large; an effect the other way counts as inactive or inconclusive.

SMILES,Integrin act MD,ELG1 repair inh,TSG101-PTAP inh,BRCA1 expr act,TCR activator,AT treatment,B2AR arrestin,p53 reactivator,TRPV1 ag,CXXC DNA block
c1ccc(-c2cc(N3CCCCC3)c3ccccc3n2)cc1,0.0%,-12.6%,-7.7%,-21.8%,-0.1%,33.1%,-0.2%,2.9%,23.2,-0.5%
COc1ccccc1CNC(=O)COC(=O)c1ccccn1,-9.1%,23.0%,-1.7%,-2.4%,-1.8%,1.5%,0.1%,-1.6%,-4.2,·
Nn1c(SC/C=C/c2ccccc2)nnc1-c1ccco1,12.4%,·,-3.7%,-20.6%,0.9%,·,·,·,2.8,-10.0%
Cc1cccn2c(NCc3ccc4c(c3)OCO4)c(-c3ccc(O)cc3)nc12,-33.5%,?,-2.4%,-17.2%,5.2%,7.4%,-0.4%,-2.6%,16.8,-1.6%
O=C(O)COc1ccc(Br)cc1/C=N/O,-4.7%,1.3%,-5.7%,-29.7%,7.0%,-6.2%,0.1%,0.2%,-4.5,-15.3%
CC(C)c1nnc(NC(=O)C2CCCN2C(=O)Nc2ccccc2F)s1 (stereo not given),-10.9%,-2.0%,0.3%,0.5%,-3.2%,0.3%,3.8%,-1.5%,5.1,7.0%
Cc1cc(C)cc(NC(=O)CN2CCN(c3ccccc3)CC2)c1,15.6%,0.1%,-3.9%,-36.8%,5.8%,10µM*,0.2%,-3.1%,0.9,-23.1%
Cn1c(CC(=O)NNC(=O)c2ccc(F)cc2Cl)nc2ccccc21,-24.1%,12.3%,-0.3%,-19.7%,-0.9%,4.2%,-2.7%,-1.7%,-0.8,·
CN(c1ccccc1)S(=O)(=O)c1cccc(NC(=O)Cc2n[nH]c(=O)c3ccccc23)c1,-44.2%,?,-18.8%,-29.4%,7.5%,22.4%,2.8%,-6.0%,-1.0,·
Cc1cccc(CN2C(=O)NC(c3ccccc3)(c3ccccc3)C2=O)c1,-3.6%,-25.5%,-8.1%,-21.9%,-1.9%,12.3%,0.2%,1.5%,1.8,-3.6%
NC(=O)c1ccsc1NC(=O)COC(=O)Cc1ccccc1Cl,-16.9%,-8.9%,1.4%,-0.9%,7.8%,12.9%,-0.2%,0.9%,25.6,·
Cc1cccc(C)c1NC(=O)C1(NC(=O)C2CCC(=O)N2)CCCCC1 (stereo not given),2.2%,6.5%,-0.3%,7.5%,-3.8%[46.1 µM],-10.4%,-3.1%,9.3%,-0.5,2.5%
COC(=O)C1=C(C)N(Cc2ccc(C)cc2)C(=O)/C1=C\c1cc(OC)c(OC)c(OC)c1,-27.9%,?,-3.0%,-42.0%,2.6%,3.5%,-0.3%,11.3%,4.0,8.3%
COc1ccc(NC(=O)N2CCOCC2)cc1,20.2%,4.4%,-2.3%,35.2%,-6.4%,-2.6%,0.1%,·,-0.6,3.8%
Cc1cc(C)c(OCCCCCNCCO)c(C)c1,-59.6%[inhibitor],6.3%,-1.0%,-32.5%,0.7%,3.0%,-0.1%,-6.6%,1.5,-6.3%
COc1cc(NC(=S)N2CCN(CCO)CC2)c(OC)cc1Cl,-3.3%,17.9%,-3.8%,14.4%,1.0%,-0.4%,0.0%,2.3%,3.3,3.3%
N#CCC(=O)Nc1ccc(C(=O)OCC(=O)NCCCc2ccccc2)cc1,5.3%,-1.6%,0.4%,10.5%,3.1%,-4.9%,-1.1%,0.5%,3.8,-5.2%
CCC(Oc1ccccc1)C(=O)Nc1ccsc1C(=O)OC (stereo not given),7.9%,-9.3%,-2.9%,-30.9%,-4.0%[46.1 µM],19.7%,-0.5%,3.5%,24.3,2.8%
CCOc1ccc(CCNC(=O)C2=C(C)C(=O)OC23CCC(C)CC3)cc1OCC (stereo not given),13.3%,-16.1%,-6.2%,-16.7%,-1.7%,0.5%,-0.4%,10.9%,-3.6,-4.7%
CCOC(=O)c1cn2nc(Oc3ccc(NC(C)=O)cc3)ccc2n1,17.7%,5.8%,-2.0%,50.0%,-1.1%,5.1%,0.1%,4.6%,-3.5,-3.6%
CCC(C)CCN1C(Nc2ccccc2)=NC[C@@H]1Cc1ccccc1 (stereo not given in full),-41.5%,6.9%,-6.5%,-25.9%,-3.3%,-5.7%,-0.4%,·,5.5,13.9%
COc1ccc(CN2C(=NC(=O)C3CCCO3)SC3CS(=O)(=O)CC32)cc1OC (stereo not given),2.0%,6.1%,-0.3%,6.9%,-5.4%,-3.7%,0.1%,13.7%,-2.9,16.1%
COc1cccc(OCC(O)CN2CCN(c3ncccn3)CC2)c1 (stereo not given),22.3%,0.2%,-0.3%,-20.1%,-5.3%[46.1 µM],-2.5%,-0.3%,-5.6%,-4.3,15.4%
Cc1[nH]c(=O)[nH]c(=O)c1S(=O)(=O)Nc1ccc(F)cc1Cl,?,9.2%,-6.5%,10.1%,-2.5%,7.7%,-0.2%,-0.1%,1.4,2.7%
COc1ccccc1CC(=O)NNC(=O)c1ccc(C(C)(C)C)cc1,-13.6%,0.6%,-1.1%,-4.1%,-0.8%,7.3%,-0.9%,-9.9%,?,7.9%
Cc1ccc(N(C(=O)c2sc(C)nc2C)C(C(=O)NCc2ccco2)c2ccccc2)cc1 (stereo not given),?,-6.0%,-8.4%,-53.7%,5.4%,0.5%,-0.1%,0.9%,3.0,-5.0%
CN(C)c1ccc2c3c(ccc(N(C)C)c13)COC2,21.6%,6.3%,-6.6%,-34.6%,·,-8.9%,-0.9%,-2.8%,-4.4,2.5%
Cc1cccc(OCC(=O)Nc2ccc3c(c2)nc(CCN2CCN(C)CC2)n3C)c1,-25.8%,2.1%,-6.0%,2.7%,-0.2%,2.2%,0.2%,26.9%,2.0,1.8%
CC(C)NC(=O)c1ccc(S(=O)(=O)N(C)C)cc1,15.0%,6.3%,-6.7%,-0.2%,-2.0%,-0.5%,-0.2%,-3.5%,0.8,1.5%
COc1cccc(N2CCN(C(=O)CCc3nnc4ccc(N5CCCC5)nn34)CC2)c1,-10.7%,-15.2%,-0.7%,0.0%,-53.1%,4.6%,-0.3%,-7.3%,0.5,0.9%
C#CCOCCOCCOCCNc1nc(N2CCN(C(=O)C(CCC(=O)O)n3cc(C(N)CC(C)C)nn3)CC2)nc(N2CCN(C(=O)C(Cc3cc4ccccc4[nH]3)n3cc(C(N)Cc4ccc(O)cc4)nn3)CC2)n1 (stereo not given),7.1%,18.1%,-2.9%,2.8%,3.2%,-7.6%,-0.3%,1.5%,4.4,-20.0%
COc1cccc(-n2c(=O)n(Cc3ccccc3)c(=O)c3[nH]cnc32)c1,-12.8%,1.4%,-3.3%,-5.6%,3.9%,-8.9%,4.5%,0.0%,-1.2,-11.6%
COCCn1nnnc1CN1CCN(c2cccc(C(F)(F)F)c2)CC1,17.2%,1.3%,-2.0%,-7.1%,0.2%,3.6%,-0.1%,-1.9%,6.7,9.8%
COc1ccc2[nH]c(C(=O)N(C)c3ccc(F)cc3F)cc2c1,3.1%,-2.4%,-1.8%,23.3%,1.8%,0.7%,-0.2%,0.4%,7.6,-4.4%
CC/C(=C\c1ccc(N(C)C)cc1)c1ccncc1,11.6%,·,1.6%,-38.0%,2.7%,·,·,·,·,·
COc1ccc(C(=O)N2CCCC(C(N)=O)C2)cc1S(=O)(=O)N1CCOCC1 (stereo not given),8.3%,?,-5.5%,-1.1%,-2.5%,-6.9%,-0.4%,2.4%,1.6,·
CCOc1ccc(S(=O)(=O)Nc2cc(SCC(=O)O)c(O)c3ccccc23)cc1,-4.2%,?,-2.1%,-88.6%,-2.4%,-7.8%,0.4%,·,-1.5,?
Cc1ccc(-c2nc3cccnc3o2)cc1NC(=O)COc1ccc(Cl)cc1C,0.1%,-6.6%,-4.4%,-16.1%,-0.2%,14.8%,0.1%,13.2%,3.4,20.9%
